# ERG Ets-DNA blk = blocks human ERG Ets domain binding to DNA. fluorescence polarization, His-ERG Ets domain / labelled DNA. P11308. 370,000 compounds, 0.028% hits. AID 624246. Potency, µM (titrated, usually from 76.9 µM), for inactives: top-dose FP activity, negative = inhibition, hits mostly inhibitors; active = well fitted inhibition curve with a large enough effect in the polarisation, with a control signal flat; inconclusive = small, poorly fitted or top-dose-only effect, or effect the other way, or a change in a side signal; inactive = no such curve, though single readings can be large or run the other way; the % refers to the polarisation;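 also: polarization taken with two DNA probes labelled with fluorescein and Texas red; potency is read from the fitted curve at half-maximal effect; % of control where 0% means no effect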
#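 His-tagged ERG Ets domain (1 uM in the protein solution; 300mM KCl, 50mM Tris-HCl, 1mM EDTA, 1mM DTT, pH 7.5) received compound, then a probe mix of 5 nM fluorescein-DNA and 100nM Texas-615-DNA. Fluorescence polarization was read for both dyes.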
# Vif-A3F inh = Vif-A3F binding inhibition | HeLa A3F-eYFP + Vif (tagged APOBEC3F with the HIV-1 protein that degrades it), YFP fluorescence increase | Potency, µM (top dose mostly 46.1 µM), inactives show top-dose activity, negative = active | 390,000 compounds, 0.2% hits; also: potency is read from the fitted curve at half-maximal effect; % of control where 0% means no effect; nearly all actives have a fitted effect of over 65% in size
#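 HeLa cells stably expressing Vif plus C-terminally eYFP-tagged A3F were seeded, incubated overnight at 37 deg C, dosed with compound, incubated overnight again at 37 deg C. Yellow fluorescence (Ex 488/Em 500-530) reported blocked Vif-mediated A3F-eYFP degradation.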
# D2 antag = D2 dopamine receptor (human) antagonism; P14416; HEK293 TREx D2 cells, calcium flux, dopamine EC80; inhibition, % at 10 µM; 340,000 compounds, 2% hits; AID 485344; in the data active = inhibition above about 30%; also: 0% is about no effect
# Target sequence (P14416 whole entry, looked up): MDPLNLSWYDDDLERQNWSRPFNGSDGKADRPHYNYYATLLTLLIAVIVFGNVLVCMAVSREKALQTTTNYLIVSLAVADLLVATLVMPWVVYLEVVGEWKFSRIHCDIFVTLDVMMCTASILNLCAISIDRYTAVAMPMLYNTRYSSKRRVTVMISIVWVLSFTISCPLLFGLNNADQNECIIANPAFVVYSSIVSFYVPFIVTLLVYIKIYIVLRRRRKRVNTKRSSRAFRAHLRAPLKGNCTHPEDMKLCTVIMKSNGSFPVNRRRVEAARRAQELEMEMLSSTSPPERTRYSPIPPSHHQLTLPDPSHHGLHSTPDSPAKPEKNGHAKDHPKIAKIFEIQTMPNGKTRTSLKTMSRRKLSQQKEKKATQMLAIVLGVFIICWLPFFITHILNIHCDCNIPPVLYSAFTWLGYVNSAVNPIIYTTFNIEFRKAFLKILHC
#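 Dopamine at EC80 is the agonist stimulus; test compounds precede it by 180 s. Calcium flux read kinetically in a force-coupled, inducible HEK293 T-REx D2 cell line.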
# LDHA inh = blocks human lactate dehydrogenase A; P00338; purified LDHA, NADH/diaphorase-resazurin fluorescence; active compounds read low; activity change, % (values are at about 110 or 230 µM); 480,000 compounds, 0.15% hits; AID 1347041; in the data active = activity change below about -30%; inconclusive = mostly about -25% to -30%;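 also: plate controls were DMSO wells for no effect and wells without enzyme for full effect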
#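 Human LDH5 at 2 nM final in Tris HCl pH 7.4 with 0.06 mM NADH and 0.2 mM pyruvate, reacted 5 minutes at room temperature. Remaining NADH coupled via diaphorase/resazurin; resorufin fluorescence read at 0 and 20 minutes, normalized to enzyme-free and DMSO wells.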
# ALOX12 inh = inhibitors of human 12S-lipoxygenase ALOX12; P18054; purified 12hLO, xylenol orange hydroperoxide absorbance; Potency, µM (series often up to 108 µM), without a hit: top-dose activity change, negative = inhibition, actives largely listed as inhibitors; 580,000 compounds, 1.1% hits; also: potency is read from the fitted curve at half-maximal effect; % is scaled to controls: 0 for no effect and ±100 for the full control effect
# Target sequence (P18054 whole entry, looked up): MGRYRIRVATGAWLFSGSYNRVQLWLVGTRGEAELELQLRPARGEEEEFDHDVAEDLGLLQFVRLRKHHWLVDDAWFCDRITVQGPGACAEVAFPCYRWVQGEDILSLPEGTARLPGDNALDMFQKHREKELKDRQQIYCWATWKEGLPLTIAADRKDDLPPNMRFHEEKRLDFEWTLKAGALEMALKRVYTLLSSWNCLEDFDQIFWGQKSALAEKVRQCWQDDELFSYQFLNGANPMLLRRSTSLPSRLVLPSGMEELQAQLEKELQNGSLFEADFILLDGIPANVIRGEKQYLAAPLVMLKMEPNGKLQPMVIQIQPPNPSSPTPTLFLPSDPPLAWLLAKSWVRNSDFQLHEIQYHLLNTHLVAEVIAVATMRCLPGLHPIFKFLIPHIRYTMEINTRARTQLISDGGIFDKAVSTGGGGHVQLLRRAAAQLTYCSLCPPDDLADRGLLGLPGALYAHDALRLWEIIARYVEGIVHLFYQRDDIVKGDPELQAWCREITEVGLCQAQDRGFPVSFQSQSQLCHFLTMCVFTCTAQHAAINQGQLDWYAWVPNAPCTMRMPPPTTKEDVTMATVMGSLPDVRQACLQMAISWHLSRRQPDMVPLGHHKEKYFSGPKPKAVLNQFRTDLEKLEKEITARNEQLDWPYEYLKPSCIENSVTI
#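 Purified human 12hLO (150 nM final) in 25 mM Hepes, 0.01% Triton X-100, pH 7.0 was preincubated 15 min at room temperature with compound. Then 40 uM arachidonic acid was added, 30 min. Hydroperoxide was read by Fe-XO absorbance ratio 573/405 nm.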
# RGS4 inh = inhibitors of human regulator of G protein signaling 4; P49798; Transcreener GDP fluorescence polarization, RGS4-accelerated GTP hydrolysis; Potency, µM (doses to about 114 µM), for the others: at the highest dose activity change, negative = inhibition, usual class: inhibitors; 390,000 compounds, 0.039% hits; also: potency is read from the fitted curve at half-maximal effect; % is scaled to controls: 0 for no effect and ±100 for the full control effect; nearly all actives have a fitted effect of over 75% in size; some results filed as inactive show a strong effect at the top dose
#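 MLSMR compounds (23 nl, pin-transferred) preincubated 10 min at room temperature with a 500nM (2x) first reagent, then RGS4 at 900nM (2x) plus Transcreener GDP mix added; fluorescence polarization (620/688 nm) read before and after 90 min at 30 °C.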
# D2 ag = agonists of human D2 dopamine receptor. AID 485358. 340,000 compounds, 0.53% hits. P14416. HEK293 T-REx D2 cells, calcium flux agonist mode. activation, % at 2 µM;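 active = activation over 3 SD above normal in the single-dose calcium agonist read, cut at about 30% in these data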; also: 0% is about no effect
#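 Agonism scored from kinetic calcium signal (1 read/sec, 180 s) following compound pin transfer, after a 10 s baseline. Cells: HEK293 Trex line expressing inducible D2 receptor coupled to calcium, dye-loaded after overnight culture at 30 C.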
# Vif-APOBEC3G blk = inhibitors of Vif-APOBEC3G interaction; HeLa A3G-eYFP + Vif (tagged APOBEC3G with the HIV-1 protein that degrades it), YFP fluorescence, overnight; Potency, µM (doses to about 46.1 µM), without a hit: top-dose activity, negative = active, usual class: inhibitors; 410,000 compounds, 0.076% hits;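 also: potency is read from the fitted curve at half-maximal effect; % is scaled to controls: 0 for no effect and ±100 for the full control effect; nearly all actives have a fitted effect of over 60% in size; hits raise eYFP signal because A3G escapes Vif-driven loss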
#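 Read-out is eYFP fluorescence (Ex 488/Em 500-530) from Vif-expressing HeLa A3G-eYFP cells; more signal means A3G escaped Vif-mediated degradation. Cells plated overnight, compound pinned in, incubated overnight at 37 deg C.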
# Glioma ERSR ind = ER stress response induction in glioma; Potency, µM, inactives show at the highest dose activation, actives largely listed as activators; 420,000 compounds, 0.02% hits; U87-MG GRP78 promoter luciferase reporter, 16 h; also: potency is read from the fitted curve at half-maximal effect; series mostly up to about 76 µM; % of control where 0% means no effect; nearly all actives have a fitted effect of over 35% in size
#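 Stably transfected U87-MG human glioma cells carrying a GRP78-based luminescent sensor were seeded at 1000 cells/well, pin-dosed with compounds and incubated 16 h. Luciferase reagent was then added, and end-point luminescence was read after 10 min at room temperature.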
# * marks the source's active call; other numbers are inactive results; ? = inconclusive; nt = not tested or not shown; & = joins results of further samples; [ ] = dose if it differs, or a comment. Unless noted, calls follow the shape of the dose curve; as a rule, active = well fitted curve in the direction sought with a large enough effect; inconclusive = small, poorly fitted or top-dose-only effect, or another doubt; inactive = no such curve, though single readings can be large; an effect the other way counts as inactive or inconclusive. These rows are one share of the data; count on the stated rates, not on these rows.
compound,ERG Ets-DNA blk,Vif-A3F inh,D2 antag,LDHA inh,ALOX12 inh,RGS4 inh,D2 ag,Vif-APOBEC3G blk,Glioma ERSR ind
Cc1cc(C)c(CN2C(=O)c3ccccc3S(=O)(=O)c3ccc(C(=O)OCC4CCCO4)cc32)c(C)c1 (configuration not stated),2%,1%,nt,-2,-18%,8%,0.1,0%,-1%
COc1ccc(CCNC(=O)C2CC(c3c(Cl)cccc3Cl)=NO2)cc1 (configuration not stated),-1%,-2%,15,0,4%,2%,-1.0,-2%,-3%
CCCCCC(=O)Nc1ccc(N2CCOCC2)c(S(=O)(=O)Nc2ccc(OC)cc2)c1,-9%,-10%,-11,1,?,-28%,-1.1,1%,-4%
COc1ccc(OCC(=O)Nc2ccc3c(c2)nc(CCN2CCOCC2)n3C)cc1,4%,-7%,-2,2,-1%,7%,-0.4,1%,-2%
CCOc1ccc2nc(N(Cc3ccccc3)C(=O)CCNC(C)=O)sc2c1,-8%,-13%,19,-1,-18%,-4%,0.0,-2%,1%
O=C(O/N=C\c1ccc(N2CCOCC2)c([N+](=O)[O-])c1)c1ccccc1Cl,12%,6%,7,-4,50%[activator],-14%,-1.5,-6%,-2%
NC(COCc1ccccc1)c1csc(Nc2nncc3ccccc23)n1 (configuration not stated),nt,nt,nt,-14,-25%,nt,nt,-12%,-6%
O=C(NCCCc1ccccc1)c1ccc(CS(=O)Cc2ccccc2Cl)o1 (configuration not stated),-3%,-9%,-16,-9,8%,-2%,0.2,-5%,-1%
OCCN1CCN(C(=S)c2ccc(Cl)c(Cl)c2)CC1,-5%,-1%,1,2,-51%,?,-0.1,-1%,-2%
Cc1cc(C)c(C2C(C#N)=C(N)Oc3n[nH]c(C)c32)cc1CN1CCOCC1 (configuration not stated),-9%,4%,2,-3,26%,-14%,0.5,0%,-5%
CCOCCCNS(=O)(=O)c1ccc(NC(=O)CN2C(=O)c3ccccc3C2=O)cc1,24%,-11%,4,-4,-10%,19%,0.0,1%,-3%
CC(C)CCN1CCN(Cc2cccn2-c2cccnc2)CC1CCO (configuration not stated),14%,1%,-17,-5,-25%,40%,0.2,0%,-2%
Cc1nc(-c2ccc(C)c(S(=O)(=O)N3CCC(C(=O)Nc4ccc(Cl)cc4)CC3)c2)no1,-5%,1%,nt,-2,?,21%,0.4,4%,-4%
Cc1ccc(/C=N/NC(=O)c2nnn(-c3nonc3N)c2CSc2ccccc2)o1,15%,23%,-13,-3,-5%,13%,0.2,5%,-5%
COc1cccc(C2CC(c3ccc(Cl)cc3Cl)Nc3nc(N)nn32)c1 (configuration not stated),9%,-5%,-4,-1,0%,-25%[11.4 µM],1.3,-13%,-9%
Cn1c(=O)cc(SCC(=O)NCCCN2CCOCC2)c2ccc(Cl)cc21,-4%,nt,-4,-1,-23%,38%,-0.1,2%,-1%
O=C1CCC(C(=O)OCC(=O)Nc2cc(Cl)ccc2F)=NN1,-1%,-4%,nt,-7,-23%,-2%,nt,0%,-3%
O=S(=O)(c1ccc(NC(=S)NN=C(Cc2ccccc2)Cc2ccccc2)cc1)N1CCOCC1,8%,5%,-1,1,?,-51%,0.8,-8%,0%
COc1ccc([N+](=O)[O-])cc1NC1CCCCC1,8%,1%,-1,0,0%,-29%,0.0,-6%,-4%
CCCCn1c(CNC(=O)c2ccc(OC)cc2)nnc1SCC(=O)Nc1ccccc1,-2%,4%,nt,-1,?,25%,-1.3,1%,-3%
c1cncc(CNc2ncnc3sc4c(c23)CCC4)c1,5%,11%,0,-5,-18%,-3%,-0.1,0%,0%
Cc1ccccc1CC1(CO)CCCN(C(=O)c2ccccc2N(C)C)C1 (configuration not stated),1%,1%,-11,-7,-1%,-30%,0.1,-5%,-2%
CN(Cc1ccccc1)C(=O)c1cccc(NC(=O)Cc2ccc(NC(=O)C3CCCN(C(=O)C4CCC4)C3)cc2)c1 (configuration not stated),10%,7%,nt,-1,-8%,-1%,nt,0%,-3%
NS(=O)(=O)c1ccc(NS(=O)(=O)c2ccc(NC(=O)c3ccc(-c4ccccc4)cc3)cc2)cc1,9%,-1%,-3,-11,-18%,-26%,0.6,?,-5%
CCOc1ccc(NC(=O)c2nn(C)c3c2COc2ccccc2-3)cc1,2%,1%,nt,-4,-8%,21%,-0.8,-3%,-3%
Cc1ccc(CNC(=S)Nc2ccc3c(c2)c(=O)n(C)n3Cc2cccc(C(F)(F)F)c2)cc1,nt,nt,nt,-4,18µM*,nt,nt,4%,0%
Cc1cccc(C)c1NC(=O)NCCc1c[nH]c2ccccc12,4%,1%,nt,4&-4,-1%&-20%,3%,0.1,2%,-4%
O=C(Cc1cccs1)N1CCN=C1SCc1ccccc1F,7%,-3%,0,-1,-3%,-26%,2.7,1%,-2%
Cc1ccc(C2C3=C(CC(C)(C)CC3=O)NC3=C2C(=O)CC(C)(C)C3)o1,11%,-13%,-3,5,-13%,-18%,0.4,0%,-4%
CCOC(=O)CNC(=O)Cn1cnc2c(nnn2-c2ccccc2)c1=O,5%,-5%,-7,-4,nt,-32%,-0.2,-1%,-5%
O=C(c1ccoc1)N1CCC2(CC1)Oc1ccc(F)cc1C(=O)C21CC(c2cccnc2)=NO1 (configuration not stated),-2%,0%,nt,-4,?,4%,nt,0%,-1%
Fc1ccccc1Cn1c2[n+](c3ccc(C(F)(F)F)cc31)CCCCC2,-1%,-15%,-16,-20,?,12%,-2.8,3%,0%
O=C(Nc1ccc(F)cc1)C(c1ccccc1)N1CCN(S(=O)(=O)c2c(F)cccc2F)CC1 (configuration not stated),4%,7%,-11,-7,7%,-26%,0.6,-2%,-3%
COc1ccccc1-c1noc(CCCC(=O)Nc2ccc(C(N)=O)cc2)n1,-5%,5%,20,-4,?,-19%,1.6,1%,-3%
Cc1nc(C(F)(F)F)ccc1C(=O)N1CCC1(C)C(=O)NS(=O)(=O)c1ccc(C#N)cc1 (configuration not stated),nt,nt,nt,-3,?,nt,nt,2%,-1%
COc1cc(OC)c(NC(=O)c2c(C)nn(-c3ccc(C)cc3)c2-n2cccc2)cc1Cl,0%,-4%,nt,-8,-19%,-51%,-0.9,0%,-3%

# With a hit mark in ALOX12 inh, of those listed so far:
Structure	ERG Ets-DNA blk	D2 antag	ALOX12 inh	RGS4 inh	Vif-APOBEC3G blk
Cc1ccc(CNC(=S)Nc2ccc3c(c2)c(=O)n(C)n3Cc2cccc(C(F)(F)F)c2)cc1	nt	nt	18µM*	nt	4%

# Going on with the list.
compound,ERG Ets-DNA blk,Vif-A3F inh,D2 antag,LDHA inh,ALOX12 inh,RGS4 inh,D2 ag,Vif-APOBEC3G blk,Glioma ERSR ind
Cc1cccc(NC(=O)Cn2c(=O)oc3cc(S(=O)(=O)NCc4ccccc4)ccc32)c1,0%,1%,nt,-3,-28%,31%,-0.4,1%,-2%
COCCN(C(=O)Cc1cccs1)C(C(=O)NC1CCCC1)c1ccc(OC)c(OC)c1 (configuration not stated),-5%,-7%,2,-2,0%,-5%,0.4,0%,-2%
CSc1ccc(NC(=O)Nc2cccn(Cc3ccccc3F)c2=O)cc1,-2%,-7%,-4,0,?,-15%,-0.4,-1%,-3%
Cc1cc2c3c([nH]c2cc1S(=O)(=O)NCc1ccc(CN2CCCCCC2)o1)CCCC3=O,0%,-4%,7,0,26%,-16%[56.9 µM],0.1,0%,-2%
COc1ccc(C(=O)Nc2cc(C(F)(F)F)ccc2Cl)cc1OC,2%,1%,-9,-10,-3%,-1%,0.7,-2%,-3%
CCOc1cc(O)c(-c2[nH]ncc2-c2nc(C)cs2)cc1CC,-6%,-4%,-7,2,35%[activator],9%,0.7,-12%,-1%
O=C(CSc1cn(CCNC(=O)c2c(F)cccc2F)c2ccccc12)NCC1CCCO1 (configuration not stated),5%,2%,-4,-6,-19%,22%,0.6,0%,-4%
O=C(NCc1ccc(Cl)cc1)C1CCC(=O)N(C2CC2)C1 (configuration not stated),-3%,12%,-7,-6,1%,-5%,0.7,1%,-1%
CCOC(=O)c1ccccc1NC(=O)CSc1nc(=O)[nH]c2c1CCCC2,1%,1%,nt,-7,-28%,-3%,2.3,1%,-3%
CCc1ccc(CSc2nccn2-c2ccccc2)cc1,-1%,-16%,nt,-6,79%[activator],-17%,nt,-9%,2%
C=CCN(C(=O)c1csnn1)C(C(=O)NC1CCCC1)c1cccs1 (configuration not stated),4%,11%,nt,-6,-18%,-18%,nt,1%,-1%
Cc1nc2nc(SCC(=O)Nc3cccc(Cl)c3)nn2c(C)c1Cc1ccccc1,5%,1%,nt,-4,0%,-3%,0.3,0%,-1%

# A draw from above in order of formula weight, highest first.
compound,ERG Ets-DNA blk,Vif-A3F inh,D2 antag,LDHA inh,ALOX12 inh,RGS4 inh,D2 ag,Vif-APOBEC3G blk,Glioma ERSR ind
Cc1nc2nc(SCC(=O)Nc3cccc(Cl)c3)nn2c(C)c1Cc1ccccc1,5%,1%,nt,-4,0%,-3%,0.3,0%,-1%
CSc1ccc(NC(=O)Nc2cccn(Cc3ccccc3F)c2=O)cc1,-2%,-7%,-4,0,?,-15%,-0.4,-1%,-3%
COc1ccc(C(=O)Nc2cc(C(F)(F)F)ccc2Cl)cc1OC,2%,1%,-9,-10,-3%,-1%,0.7,-2%,-3%

# From PubChem
